GPR55 antagonists: inhibition of LPI-stimulated GPR55 beta-arrestin translocation – imaging, U2OS, beta-arrestin-GFP, LPI agonist, primary screen (AID 2013). U2OS GPR55 beta-arrestin-GFP translocation imaging, LPI antagonism; higher % means a stronger effect. one-dose inhibition, % at 10 µM; IC50 in µM for titrated hits. 290,000 compounds, 0.13% hits;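 active = spots per cell inhibited over 60%, with over 100 cells counted and total cytoplasm intensity under 500,000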;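 note: U2OS cells stably carrying GPR55 and arrestin-GFP stimulated by 5 µM LPI near EC80; imaged beta-arrestin-GFP aggregate spots per cell after agonist stimulation; plate controls were LPI-stimulated DMSO wells for no effect and DMSO wells without LPI for full effect; some results filed as inactive read as strong as hits; confirmed hits need IC50 under 10 µM and bright autofluorescent wells are also inconclusive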
GPR35 antagonists: GPR35 antagonists blocking zaprinast-driven arrestin recruitment, primary screen, imaging, U2OS, beta-arrestin-GFP, zaprinast agonist (AID 2058) | U2OS GPR35 beta-arrestin-GFP translocation imaging, zaprinast antagonism; higher % means a stronger effect | inhibition, % at 10 µM; hits with a dose series show IC50 in µM | 290,000 compounds, 0.052% hits;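 active = inhibition of at least 50% with at least 30 cells and total cytoplasm GFP at most 10,000,000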
HIV peptide binding: inhibitors of HIV fusion peptide binding, primary screen, biochemical, uHTS, fluorescence dequenching (AID 1986); cell-free peptide binding, fluorescence dequenching, 30 min; higher % means a stronger effect; inhibition, % at 20 µM, or IC50 in µM where a hit was titrated; 290,000 compounds, 0.3% hits; in the data active = inhibition mostly above about 52%, no sharp cut-off; inactive = mostly below about 76%; note: some results filed as inactive read as strong as hits
AID2073: inhibitors of Mint1-CaV2.2 protein interaction, biochemical, HTRF (AID 2073). HTRF protein-protein interaction, Mint1-CaV2.2; higher % means a stronger effect. 290,000 compounds, 0.19% hits. inhibition, % at 20 µM, or IC50 in µM where a hit was titrated; in the data active = inhibition mostly above about 51%, no sharp cut-off; note: some results filed as inactive read as strong as hits
UTI89 phage lysis: inhibition of K1F phage lysis, E. coli UTI89, bacterial capsule biogenesis inhibitors, alamar blue (AID 488966) | E. coli UTI89 K1F phage lysis, alamar blue, 2 h; higher % means a stronger effect | inhibition, % at 100 µM, or IC50 in µM where a hit was titrated | 340,000 compounds, 0.02% hits;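 active = phage lysis inhibition, versus mean bacterial control, above a set limit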;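 note: capsule biogenesis inhibitors block K1F phage lysis so surviving cells raise fluorescence; higher fluorescence means more inhibition of phage lysis; actives were called in the ten point dose series up to 300 µM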
NTR1 agonist: NTR1-driven beta-arrestin-GFP spot formation – imaging, U2OS cells, high content, primary screen (AID 493036) | P30989 | agonist mode | activation, % at 20 µM | 330,000 compounds, 0.17% hits;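 active = activation at or above 40% of the spot to cytoplasm intensity ratio, with at least 20 cells analyzed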;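 note: 0% = DMSO without peptide and 100% = 100 nM NTR1 peptide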
Target sequence (P30989 whole entry, looked up): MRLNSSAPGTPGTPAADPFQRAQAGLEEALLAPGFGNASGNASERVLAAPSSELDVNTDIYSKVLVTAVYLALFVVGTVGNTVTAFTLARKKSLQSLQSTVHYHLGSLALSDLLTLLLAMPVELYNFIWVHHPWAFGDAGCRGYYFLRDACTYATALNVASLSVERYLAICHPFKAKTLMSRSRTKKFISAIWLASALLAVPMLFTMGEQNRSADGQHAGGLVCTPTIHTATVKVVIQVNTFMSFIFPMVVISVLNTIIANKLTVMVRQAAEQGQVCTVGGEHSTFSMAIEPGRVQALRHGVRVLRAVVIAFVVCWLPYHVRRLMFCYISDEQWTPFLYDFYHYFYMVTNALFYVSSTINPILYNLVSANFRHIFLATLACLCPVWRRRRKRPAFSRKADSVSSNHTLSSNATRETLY
SIAH1 antagonists: Siah-1 peptide-binding antagonists, primary screen, biochemical, fluorescence polarization, rhodamine-plectin, uHTS (AID 1817); Siah-1 / rhodamine-plectin peptide fluorescence polarization; higher % means a stronger effect; displacement, % at 20 µM, or IC50 in µM where a hit was titrated; 290,000 compounds, 0.02% hits;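 active = displacement of at least 50% at 20 µM, with a fluorescence ratio check between 0.3 and a set limit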;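 note: plate controls were Siah plus tracer with DMSO for no effect and tracer alone without Siah for full effect; strong numbers were not always called active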
NS5 inhibitors: flavivirus cap methylation enzyme inhibition – biochemical, confirmation dose response, primary screen (AID 588689); Dengue-2 NS5 methyltransferase capping enzyme assay, biochemical; higher % means a stronger effect; one-dose inhibition, % at 25 µM; IC50 in µM for titrated hits; 340,000 compounds, 0.3% hits; in the data active = a potency from the dose series
GPR55 activation: selective activators of receptor GPR55 – imaging, U2OS cells, beta-arrestin-GFP redistribution, primary screen (AID 1961) | U2OS GPR55 beta-arrestin-GFP redistribution imaging; higher % means a stronger effect | one-dose activation, % at 10 µM; EC50 in µM for titrated hits | 290,000 compounds, 0.048% hits;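 active = activation above 40% with more than 50 cells counted in the well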;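 note: U2OS osteosarcoma cells stably expressing GPR55 and beta-arrestin-GFP; plate controls were DMSO negative control for no effect and LPI positive control for full effect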
NTR1 agonist cell count 20 µM: second read-out of NTR1 agonist, no call of its own (marks repeat the call); cell count; measured here: cell count, cytotoxicity flag
Starred values were filed as active, the others as inactive; & = joins results of further samples. A portion of the library; the hit share may differ from the screen's.

SMILES	GPR55 antagonists	GPR35 antagonists	HIV peptide binding	AID2073	UTI89 phage lysis	NTR1 agonist	NTR1 agonist cell count 20 µM	SIAH1 antagonists	NS5 inhibitors	GPR55 activation
CC[C@@H]1C(=O)OC[C@@H]1Cc1cncn1C	11.2%&-0.1%&11.1%	-9.4%&-1.3%&-11.1%	1.3%&-1.3%	-1.3%&2.2%	0.3%&0.2%	2.3&2.4	54&55	0.0%&8.4%	-2.2%&0.8%	-0.2%&-0.1%&-0.5%

Screens as filed in PubChem BioAssay.
